Bioassay records: PubChem, National Center for Advancing Translational Sciences (NCATS)
IL-2 act: IL-2 activation | activation, % (series mostly up to about 46 µM) | 360,000 tested, 0.065% active | IL-2 activation reporter assay, cell-based qHTS; stimulated with anti-CD3/CD4/CD28 beads; in transgenic mouse T cells | AID 652025; in the data active = activation above about 50%; inconclusive = mostly about 30% to 49%; also: 0% is about no effect
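Unstimulated transgenic mouse T cells, 750 per well, received compound and, after 60 minutes, anti-CD3/anti-CD4 bead plus anti-CD28 stimulation. EGFP and DsRed were quantified after 18 hours.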
GLP1R inv ag: GLP-1 receptor (human) inverse agonism | P43220 | HEK293 GLP-1R CRE-luciferase, luminescence, 24 h; GLP-1R form is constitutively active | Potency, µM (titrated, usually from 38.3 µM), without a hit: top-dose activity change, negative = inhibition, hits mostly inhibitors | 410,000 tested, 1.6% active | AID 624417; also: potency is read from the fitted curve at half-maximal effect; % is scaled to controls: 0 for no effect and ±100 for the full control effect; nearly all actives have a fitted effect of over 55% in size
Target sequence (P43220 whole entry, looked up): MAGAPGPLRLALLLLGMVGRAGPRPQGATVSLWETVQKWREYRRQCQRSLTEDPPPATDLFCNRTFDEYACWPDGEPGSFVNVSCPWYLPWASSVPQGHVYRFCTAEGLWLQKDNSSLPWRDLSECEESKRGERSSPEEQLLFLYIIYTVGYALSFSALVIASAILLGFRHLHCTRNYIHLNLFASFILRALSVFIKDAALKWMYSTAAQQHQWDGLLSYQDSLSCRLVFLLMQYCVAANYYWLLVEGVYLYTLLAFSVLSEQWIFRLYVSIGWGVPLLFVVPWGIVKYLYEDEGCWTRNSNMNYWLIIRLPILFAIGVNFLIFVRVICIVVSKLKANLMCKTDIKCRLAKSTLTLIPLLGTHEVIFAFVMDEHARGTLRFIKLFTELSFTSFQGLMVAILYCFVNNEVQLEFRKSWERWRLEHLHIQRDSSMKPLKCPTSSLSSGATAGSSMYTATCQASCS
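Cells are plated, allowed 12 hours at 37 deg C, then treated with compounds for 24 hr before luciferase detection reagent is added and luminescence is read after 12 min at room temperature. The HEK293 line carries constitutively active GLP-1R with a cAMP-responsive reporter.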
EPAC1 antagonist: blocks human EPAC1 exchange factor | Potency, µM (series often up to 115 µM), without a hit: at the top dose activity change, negative = inhibition, actives largely listed as inhibitors | EPAC1 GEF assay, Rap1b-BODIPY-GDP exchange fluorescence | AID 720709 | 360,000 tested, 0.14% active;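 also: potency is read from the fitted curve at half-maximal effect; plate controls were vehicle for no effect and positive control for full effect; nearly all actives have a fitted effect of over 50% in size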
EPAC1 ag: agonists of human EPAC1; O95398; EPAC1 agonist qHTS, biochemical assay; response scale: 100% = response to 6.5 mM cAMP; Potency, µM (titrated, usually from 154 µM), without a hit: at the top dose activation, hits mostly activators; 360,000 tested, 0.073% active; also: potency is read from the fitted curve at half-maximal effect; nearly all actives have a fitted effect of over 60% in size
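Normalized to 6.5 mM cAMP, activity reflects EPAC1-catalysed release of BODIPY-GDP from Rap1B, followed kinetically over 30 min at 480 nm excitation, 540 nm emission. Reaction contained 100 nM EPAC1, 250 nM Rap1B-BODIPY-GDP, 50 uM GDP.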
GLP1R cytotox: cytotoxicity counter-screen for GLP-1 receptor inverse agonists. Potency, µM (top dose mostly 38.3 µM), for the others: top-dose activity change, negative = inhibition, actives largely listed as inhibitors. AID 624418. HEK293 cAMP-luciferase reporter cells, luminescence, 24 h. 410,000 tested, 0.13% active;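 also: loss of luciferase light is scored as toxicity; potency is read from the fitted curve at half-maximal effect; % is scaled to controls: 0 for no effect and ±100 for the full control effect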
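Luminescence readout: signal drop marks cytotoxicity. Plated cells grew 12 h at 37 °C, 5% CO2, received 23 nL compound for 24 h, then got luciferase reagent, read after 12 min at RT.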
PI5P4K alpha inh: PI5P4K alpha (human) kinase inhibition; PI5P4Kalpha enzyme, ADP-Glo luminescence, 60 min; active compounds read low; 330,000 tested, 1.2% active; max response, %; P48426; active = max response of -50% or lower; inconclusive = between -30% and -50%; inactive = -30% or higher; also: value at the top dose of about 77 µM; % is scaled to controls: 0 for no effect and ±100 for the full control effect
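Compounds were pin-transferred onto PI5P4Kalpha and substrate in HEPES pH 7.4 buffer with EGTA, CHAPS and 5% DMSO. ATP (5 microM final) started the reaction, which ran 60 minutes at room temperature before ADP-Glo detection.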
PLK1 PBD inh: PLK1 (human) polo-box domain binding inhibition; Plk1 PBD binding of FITC phosphopeptide, fluorescence polarization; Potency, µM, without a hit: max response, negative = inhibition, hits mostly inhibitors; 360,000 tested, 2.8% active; AID 720504; also: potency is read from the fitted curve at half-maximal effect; series mostly up to about 57 µM; % is scaled to controls: 0 for no effect and ±100 for the full control effect; nearly all actives have a fitted effect of over 65% in size
PTHR1 agonist: agonists of human PTHR1 parathyroid hormone receptor; 410,000 tested, 0.075% active; HEK293 GP2 PTHR1 cells, GloSensor cAMP luminescence, 1 h; Potency, µM (series often up to 115 µM), inactives show at the top dose activation, hits mostly activators; also: potency is read from the fitted curve at half-maximal effect; nearly all actives have a fitted effect of over 55% in size; some results filed as inactive show a strong effect at the top dose; inactives centre near -15; many of its hits are not listed in these tables
Target sequence (Q03431 whole entry, looked up): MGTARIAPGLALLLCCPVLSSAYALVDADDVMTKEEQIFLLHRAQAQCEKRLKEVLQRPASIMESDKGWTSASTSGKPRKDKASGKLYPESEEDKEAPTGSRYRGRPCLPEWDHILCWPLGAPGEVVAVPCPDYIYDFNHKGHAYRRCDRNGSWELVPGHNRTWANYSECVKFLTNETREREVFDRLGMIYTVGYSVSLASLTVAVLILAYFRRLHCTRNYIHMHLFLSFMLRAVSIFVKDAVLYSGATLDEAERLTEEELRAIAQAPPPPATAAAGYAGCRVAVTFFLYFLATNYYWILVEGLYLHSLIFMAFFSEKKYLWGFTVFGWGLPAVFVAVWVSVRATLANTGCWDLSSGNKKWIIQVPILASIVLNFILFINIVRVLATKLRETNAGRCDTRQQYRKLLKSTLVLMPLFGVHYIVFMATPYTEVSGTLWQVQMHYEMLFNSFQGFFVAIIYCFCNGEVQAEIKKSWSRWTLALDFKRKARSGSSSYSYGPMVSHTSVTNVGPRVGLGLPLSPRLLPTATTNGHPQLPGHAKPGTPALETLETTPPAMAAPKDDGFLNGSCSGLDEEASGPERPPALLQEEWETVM
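HEK-293-derived GP2 cells expressing PTHR1 and a GloSensor cAMP reporter, 3,000/well, plated overnight, given luciferin plus IBMX (each 0.5 mM as added) for 1 h at 37 °C, then compound for 1 h at 37 °C. Luminescence was read after 15 min at room temperature.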
GLP1R ag: agonists of human GLP-1 receptor; AID 624172; Potency, µM (series often up to 45.6 µM), for the others: at the highest dose activation, hits mostly activators; HEK293 GLP-1R CRE-luciferase, luminescence, 4-6 h; cells express a hypersensitive GLP-1R form; 380,000 tested, 0.007% active; also: potency is read from the fitted curve at half-maximal effect; % of control where 0% means no effect
* marks the source's active call; other numbers are inactive results; i = inactive; ? = inconclusive; / = not tested or not shown; & = joins results of further samples; [ ] = remark or other dose. Unless noted, calls follow the shape of the dose curve; as a rule, active = well fitted curve in the direction sought with a large enough effect; inconclusive = small, poorly fitted or top-dose-only effect, or another doubt; inactive = no such curve, though single readings can be large; an effect the other way counts as inactive or inconclusive. These rows are one share of the data. The share of hits here may be higher or lower than overall.

SMILES	IL-2 act	GLP1R inv ag	EPAC1 antagonist	EPAC1 ag	GLP1R cytotox	PI5P4K alpha inh	PLK1 PBD inh	PTHR1 agonist	GLP1R ag
CC1=NN(c2ccccc2)C(=O)/C1=C/c1ccc(Cl)cc1	-1.1	16%	-16%	-2%	-3%	-4	1.9µM*	-6%	0%
O=C(c1ccccc1)c1ccc(Oc2ccc([N+](=O)[O-])cc2[N+](=O)[O-])cc1	-0.8	107%[activator]	1%	16%	-20%	-2	-9%	-8%	16%
CCn1c(SCC(=O)N2CCCc3ccccc32)nnc1-c1ccoc1C	-0.9	-29%	20%	7%	-12%	-6	-9%	-68%[inhibitor][57.5 µM]	-6%
CCCC(=O)N1CCN(c2ccc(NC(=O)c3ccc4c(c3)OCCO4)cc2)CC1	-2.3	2%	19%	-1%	15%	-6	-11%	-40%[inhibitor]	1%
CCOc1cc(/C=N/NC(=O)C(=O)NC)cc(Br)c1O	-0.1	4%	-17%	9%	-17%	6	-1%	i	-15%
Cn1cccc1/C=C(\C#N)c1ccccc1	0.1	-22%	-25%	1%	2%	11	-9%	-7%	-6%
COc1ccccc1NC(=O)COC(=O)C1CC(=O)N(c2ccc3c(c2)OCCO3)C1 (stereo not given)	-0.3	12%	28%	-10%	-4%	6	3%	-23%	-8%
O=C(COC(=O)c1ccc(Br)o1)Nc1ccc2[nH]c(=O)[nH]c2c1	2.0	39%[activator]	-19%	1%	-10%	-4	0%	14%	-4%
COc1cc(OC)c(OC)cc1CN1CCCC(C(=O)N2CCCCC2)C1 (stereo not given)	2.5	0%	7%	10%	-16%	0	-1%	i	0%
COc1cc(CNC(=O)CCC(=O)N2C[C@H]3C[C@H](C2)c2cccc(=O)n2C3)cc(OC)c1OC	1.6	-3%	18%	-13%	10%	-8	-5%	-16%	-1%
CC(C)Cc1nnc(NC(=O)c2ccc(N3CCCC3=O)cc2)s1	-2.5	28%	-1%	-3%	-12%	-13	0%	-78%[inhibitor]	18%
Cc1cc(Br)c(NC(=O)CN(C)CCOc2ccccc2)c(Br)c1	-0.7	?	-6%	9%	15%	10	-1%	-83%[inhibitor]	8%
O=C(NC1CCN(Cc2ccccc2)CC1)c1ccc(Cn2c(=S)[nH]c3ccc(N4CCOCC4)cc3c2=O)cc1	1.4	5%[0.307 µM]	-14%	-5%	-1%[0.307 µM]	-12	-5%	i	6%
O=C(c1ccccc1)N(Cc1ccccc1)Cc1ccccc1	-0.5	?	-4%	16%	4%	6	-7%	-5%	14%
CCCCN1C(=O)C(CC(=O)NCC2CCCCC2)CC(C(=O)N2CCCCCC2)=C1C (stereo not given)	0.5	/	-2%[57.5 µM]	10%[76.9 µM]	/	2	/	-24%	/
CCn1nc(NS(=O)(=O)c2ccccc2)c2cc3ccccc3nc21	-0.7	9%	-2%	-4%	-3%	-13	27µM*	-22%	-6%
CCCOc1ccccc1NC(=O)c1ccc(N)cc1	-2.8	39%[activator]	1%	6%	1%	2	-6%	-7%	1%
O=C(Nc1nnc([C@@H]2C[C@H](O)[C@@H](CO)O2)s1)Nc1ccccc1F	-0.6	?	3%	2%	2%	4	-8%	-35%	-3%
CCOC(=O)Cn1c(-c2ccc(OC)cc2)c(-c2ccc(OC)cc2)nnc1=O	3.0	-16%	-2%	6%	0%	-3	3%	-19%	4%
CCn1c(O)c(N=NC(=O)CNC(=O)c2cccnc2)c2ccccc21	-1.7	31%[activator]	14%	-9%	2%	0	-3%	-23%	5%
COc1cc(OC)c(OC)cc1/C=C1\CCC(C2CCCC2)C1=O (stereo not given)	-0.2	?	-20%	-6%	26%	0	-4%	-1%	23%
CC1=NNC(=O)C1CC(=O)N/N=C(\C)c1ccco1 (stereo not given)	1.7	-1%	-6%	7%	0%	1	-5%	i	6%
Cc1ccc(C(C)C)cc1OCCn1cncn1	-0.8	2%	-23%	-2%	4%	1	8%	i	-2%
NC(=O)NC1NC(=O)NC1=O (stereo not given)	0.4	0%	3%	-7%	2%	3	-8%	i	10%
COc1ccc(CN2CC(C(=O)NCCCOC(C)C)CC2=O)cc1 (stereo not given)	-0.1	-18%	5%	6%	1%	0	-7%	-20%[57.5 µM]	-1%
Nc1nnc(COc2ccccc2)s1	1.0	7%	15%	-3%	-10%	1	-21%	-18%[57.5 µM]	-6%
C=CCc1ccccc1OCC(O)CN1CCN(Cc2ccc3c(c2)OCO3)CC1 (stereo not given)	-4.5&-3.4	?	7%&11%	-4%&-2%	-19%&2%	-14&-7	-6%&2%	-7%[57.5 µM]	2%&-2%
O=C(c1ccccc1S(=O)(=O)NCc1ccccc1)N1CCCC1	3.8	-12%	-5%	-15%	-8%	1	-5%	-1%	-1%
COc1ccc(OC)c(NC(=O)c2sc3nc(Cc4ccccc4)cc(C(F)(F)F)c3c2N)c1	-2.5	56%[activator]	18%	2%	-6%	/	-10%	i	-2%
Cc1ccc(-n2c(CNc3ccc(F)cc3)nnc2SCC(=O)O)cc1	-0.3	-7%	12%	11%	-1%	-22	-3%	i	0%
Cc1ccc(CN2C(=O)CCC2C(=O)NC2CCCC2)cc1 (stereo not given)	0.1	2%	14%	-3%	-2%	0	-1%	i	-16%
Cc1ccc(NC(=O)c2ccc(S(=O)(=O)NCc3ccco3)cc2)nc1	-3.1	20%	-5%	5%	-1%	-2	4%	-40%[inhibitor]	-4%
CCN1CCN(S(=O)(=O)c2cccc(S(=O)(=O)N3CCOCC3)c2)CC1	-4.6	-6%	-5%	-5%	3%	-5	-12%	-2%	3%
CCCCn1c(N)c(N(CCOC)C(=O)C2CCN(C(=O)c3ccccc3C)CC2)c(=O)[nH]c1=O	8.1	38%	4%	2%	-3%	-4	0%	-21%	9%
CCc1cc2c(=O)oc(-c3ccc(F)cc3)nc2s1	0.8	16%	-1%	12%	2%	0	-13%	-2%	12%
NC(=S)Nc1cccc2[nH]ncc12	-1.8	8%	0%	-6%	-1%	-10	5%	-2%	-1%
CCOc1ccc(C(=O)N[C@H](C(=O)Nc2ccc(OC)c(S(=O)(=O)N3CCOCC3)c2)C(C)C)cc1	-2.5	?	20%	-17%	1%	2	-4%	-17%	-6%
COc1cc2nc(N(CCCN(C)C)C(=O)c3ccc(C(=O)c4ccccc4)cc3)sc2cc1OC	-6.3	?	5%	7%	?	11	-5%	i	1%
CCN(CC(=O)Nc1cccc(OC)c1)C(=O)C1CC(=O)N(Cc2ccccc2Cl)C1 (stereo not given)	0.6	2%	-6%	5%	-13%	-26	-16%	-2%	-8%
COc1ccc(CCNC(=O)CNCC2CCCO2)cc1OC (stereo not given)	-1.1	24%	30%	11%	11%	/	-12%	-48%[inhibitor]	-8%

A second format for some results above:
Order of values: IL-2 act | GLP1R inv ag | EPAC1 antagonist | EPAC1 ag | GLP1R cytotox | PI5P4K alpha inh | PLK1 PBD inh | PTHR1 agonist | GLP1R ag
NC(=O)NC1NC(=O)NC1=O (stereo not given)
    0.4 | 0% | 3% | -7% | 2% | 3 | -8% | i | 10%
COc1ccc(CN2CC(C(=O)NCCCOC(C)C)CC2=O)cc1 (stereo not given)
    -0.1 | -18% | 5% | 6% | 1% | 0 | -7% | -20%[57.5 µM] | -1%
Nc1nnc(COc2ccccc2)s1
    1.0 | 7% | 15% | -3% | -10% | 1 | -21% | -18%[57.5 µM] | -6%
C=CCc1ccccc1OCC(O)CN1CCN(Cc2ccc3c(c2)OCO3)CC1 (stereo not given)
    -4.5&-3.4 | ? | 7%&11% | -4%&-2% | -19%&2% | -14&-7 | -6%&2% | -7%[57.5 µM] | 2%&-2%
O=C(c1ccccc1S(=O)(=O)NCc1ccccc1)N1CCCC1
    3.8 | -12% | -5% | -15% | -8% | 1 | -5% | -1% | -1%
COc1ccc(OC)c(NC(=O)c2sc3nc(Cc4ccccc4)cc(C(F)(F)F)c3c2N)c1
    -2.5 | 56%[activator] | 18% | 2% | -6% | / | -10% | i | -2%
Cc1ccc(-n2c(CNc3ccc(F)cc3)nnc2SCC(=O)O)cc1
    -0.3 | -7% | 12% | 11% | -1% | -22 | -3% | i | 0%

Following part.
SMILES	IL-2 act	GLP1R inv ag	EPAC1 antagonist	EPAC1 ag	GLP1R cytotox	PI5P4K alpha inh	PLK1 PBD inh	PTHR1 agonist	GLP1R ag
Cc1ccc2nc(Cl)c(/C=N/NC(=O)[C@H]3C[C@@H]3c3ccccc3)cc2c1	-3.1	-7%	17%	4%	?	11	1%	-9%	10%
COc1ccc(C(=O)Nc2ccnn2C2CCN(Cc3cn(C)nc3C)CC2)cc1	1.2	9%	18%	-7%	-2%	-1	1%	-4%	-3%
Cc1nn(-c2ccccc2)c(-c2ccccc2[N+](=O)[O-])c1C(=O)O	-1.4	2%	-8%	-6%	-7%	-13	1%	-3%	0%
CC(C)C(=O)Nc1ccc(C(=O)NCc2cccnc2)cc1	0.3	7%	-2%	2%	20%	5	-9%	-11%[57.5 µM]	10%
O=C(O)CCCC(=O)Nc1ccc2c(c1)oc1ccccc12	-0.4	10%	10%	8%	-2%	2	1%	-15%	-4%
COc1ccc(Cl)cc1NC(=O)CN(C)C(=O)C12CC3CC(CC(Cl)(C3)C1)C2	-5.2	?	-23%	0%	-13%	12	1%	-32%	0%
CCCn1nnc(NC(=S)NC(=O)C(C)(C)C)n1	1.0	11%	-2%	-6%	-17%	5	-17%	-7%	-2%
Cc1cc(=O)oc2cc(OC(=O)CCCCCN3C(=O)c4ccccc4C3=O)ccc12	-1.2	19%	-9%	0%	38%[activator]	1	-3%	i	-1%
CC(=O)N(NC(=O)c1ccccc1Cl)C1CC(=O)N(c2ccc(C)cc2)C1=O (stereo not given)	-0.7	2%	-9%	2%	2%	/	-5%	-12%[57.5 µM]	3%
